RECQ1 inh – qHTS Assay for Inhibitors of RecQ-Like Dna Helicase 1 (RECQ1); ATP-dependent DNA helicase Q1 (Homo sapiens), P46063; RECQ1 DNA unwinding, red fluorescence kinetic read; Potency, µM (top dose mostly 57.3 µM), inactives show at the highest dose activity, negative = inhibition, actives largely listed as inhibitors; 0.54% of 240,000 active; AID 2549, 2010;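 also: plate controls were vehicle for no effect and no enzyme for full effect; nearly all actives have a fitted effect of over 30% in size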
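RECQ1T1 50 nM; forked duplex (20 bp + 30-nt ss tails) 200 nM, ATP 2 mM final; pH 8.0, 2 mM MgCl2, 2.5 ug/ml poly(dI-dC); 15 min compound preincubation; discontinuous kinetic read over 2 h at RT.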
Tau fibril ThT – qHTS for Inhibitors of Tau Fibril Formation, Thioflavin T Binding | Microtubule-associated protein tau (Homo sapiens), P10636 | recombinant tau K18 P301L, heparin-induced fibrillization, ThT fluorescence | Potency, µM (doses to about 57.4 µM), for inactives: at the top dose activity, negative = inhibition, hits mostly inhibitors | 2.1% of 270,000 active; also: % is scaled to controls: 0 for no effect and ±100 for the full control effect; nearly all actives have a fitted effect of over 55% in size
Target sequence (P10636 561-689 P618L limits assumed): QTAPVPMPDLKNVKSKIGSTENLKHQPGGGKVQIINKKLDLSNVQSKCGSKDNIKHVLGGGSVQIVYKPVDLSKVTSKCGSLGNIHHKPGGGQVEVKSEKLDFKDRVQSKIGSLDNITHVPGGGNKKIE
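In this qHTS, human K18 P301L tau is incubated with compound and heparin for 6 hr at 37 C, and Thioflavin T fluorescence then reports fibril load.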
TRb SRC2 PPI – qHTS for Inhibitors of the Interaction of Thyroid Hormone Receptor and Steroid Receptor Coregulator 2; Potency, µM (highest dose often 106 µM), for the others: top-dose activity change, negative = inhibition, most hits filed as inhibitors; TRbeta-SRC2 peptide binding, fluorescence polarization; receptor liganded with 1 µM T3; Thyroid hormone receptor beta (Homo sapiens), P10828; 0.065% of 280,000 active; AID 1469, 2008;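 also: plate controls were bound peptide for no effect and peptide without receptor for full effect; nearly all actives have a fitted effect of over 50% in size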
Target sequence (P10828 whole entry, looked up): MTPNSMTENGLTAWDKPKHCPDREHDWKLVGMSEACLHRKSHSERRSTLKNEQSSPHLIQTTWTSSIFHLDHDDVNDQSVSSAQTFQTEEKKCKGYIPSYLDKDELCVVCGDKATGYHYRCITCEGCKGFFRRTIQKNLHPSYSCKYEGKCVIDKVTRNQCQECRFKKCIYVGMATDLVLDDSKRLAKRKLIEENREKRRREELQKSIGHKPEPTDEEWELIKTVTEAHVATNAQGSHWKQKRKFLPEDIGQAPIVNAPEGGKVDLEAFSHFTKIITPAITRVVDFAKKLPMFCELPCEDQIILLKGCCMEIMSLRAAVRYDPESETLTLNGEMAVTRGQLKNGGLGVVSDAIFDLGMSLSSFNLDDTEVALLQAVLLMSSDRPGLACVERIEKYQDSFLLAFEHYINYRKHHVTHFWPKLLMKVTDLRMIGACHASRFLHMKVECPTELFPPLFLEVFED
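TRb LBD 0.6 uM + Texas Red SRC2 peptide 20 nM, 1 uM T3, Tris buffer w/ 5% DMSO; compound pinned, 5 h RT; FP read ex 555/em 632; normalized to unbound and bound controls.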
TexasRed fluor – Total Fluorescence Counterscreen for Inhibitors of the Interaction of Thyroid Hormone Receptor and Steroid Receptor Coregulator 2; TRb/SRC2 Texas Red total fluorescence interference; 0.29% of 280,000 active; AID 1479, 2009; Potency, µM (doses to about 106 µM), inactives show top-dose fluorescence change, negative = quenching; active = well fitted curve in either direction with a large enough effect; inconclusive = small, poorly fitted or top-dose-only effect; also: % is scaled to controls: 0 for no effect and ±100 for the full control effect
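Flags fluorescent or light-absorbing compounds by total fluorescence, S + 2P, at 555 nm excitation and 632 nm emission. Mixture: 20 nM Texas Red SRC2 peptide, 0.6 uM human TRb LBD, 1 uM T3, 5% DMSO; compound exposure 5 h at ambient temperature.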
L3MBTL1 inh – qHTS Assay for the Inhibitors of L3MBTL1. Lethal(3)malignant brain tumor-like protein 1 (Homo sapiens), Q9Y468. 0.66% of 230,000 active. Potency, µM (doses to about 57.1 µM), for the others: top-dose activity, negative = inhibition, most hits filed as inhibitors. AlphaScreen L3MBTL1–H3K9me1 peptide binding. AID 485360, 2010; also: % is scaled to controls: 0 for no effect and ±100 for the full control effect; nearly all actives have a fitted effect of over 60% in size
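First, the protein-peptide complex forms for 30 min at room temperature (L3MBTL1 50 nM, biotinylated H3K9me1 peptide 75 nM). Next, compounds are pin-transferred and incubated 30 min. Finally, AlphaScreen beads are added and read after 30 min.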
HTT cytoprotect – qHTS Multiplex Assay to Identify Dual Action Probes in a Cell Model of Huntington: Cytoprotection (ATP); PC12 HTT-Q103 induced, cytoprotection, ATP luminescence, 40 h; Potency, µM (titrated, usually from 56.4 µM), inactives show cytoprotection (ATP increase), most hits filed as activators; 0.14% of 230,000 active; AID 1471, 2008;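 also: % of control where 0% means no effect; nearly all actives have a fitted effect of over 45% in size; toxic huntingtin expression switched on by the ecdysone agonist tebufenozide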
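Cells were plated at 1500 per well in phenol red-free DMEM with 5% equine and 5% calf serum. Tebufenozide (100 nM final) and compounds were added, then ATPlite reagent, and luminescence was read.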
Tau fluor cs – Counterscreen qHTS for Inhibitors of Tau Fibril Formation, Fluorescence Polarization. tau K18 P301L Alexa594 fluorescence, heparin fibrillization. Potency, µM (titrated, usually from 57.7 µM), inactives show at the top dose activity change, negative = decrease. 0.93% of 280,000 active. AID 1463, 2008; also: % is scaled to controls: 0 for no effect and ±100 for the full control effect; nearly all actives have a fitted effect of over 55% in size
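Human tau K18 P301L (15 uM unlabeled, 0.24 uM Alexa 594-labeled) in 100 mM sodium acetate pH 7 with 20 uM heparin, 6 hr at 37 C. ThT 30 uM added, 1 hr ambient; Alexa 594 FP and total fluorescence read at 555/632 nm.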
Tau fibril FP – qHTS for Inhibitors of Tau Fibril Formation, Fluorescence Polarization; K18 P301L tau heparin fibrillization, Alexa594 FP, 6 h; Potency, µM (doses to about 57.7 µM), for the others: top-dose activity, negative = inhibition, usual class: inhibitors; 0.39% of 280,000 active; AID 1468, 2008; also: % is scaled to controls: 0 for no effect and ±100 for the full control effect; nearly all actives have a fitted effect of over 55% in size
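FP of Alexa 594-tau after heparin (20 uM) induction. Substrate: human K18 P301L, 15 uM unlabeled, 0.24 uM labeled. Buffer 100 mM sodium acetate pH 7. 6 hr, 37 C.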
* hit, by the source's call; i = inactive; ? = inconclusive; / = not tested or not shown; & = joins results of further samples; [ ] = another dose, or the depositor's remark. Unless noted, calls follow the shape of the dose curve; as a rule, active = well fitted curve in the direction sought with a large enough effect; inconclusive = small, poorly fitted or top-dose-only effect, or another doubt; inactive = no such curve, though single readings can be large; an effect the other way counts as inactive or inconclusive. Potency is read from the fitted curve at half-maximal effect. Some of the compounds tested (hit frequency here may not be typical).

Values in the order – Tau fibril FP | Tau fluor cs | L3MBTL1 inh | TexasRed fluor | TRb SRC2 PPI | Tau fibril ThT | RECQ1 inh | HTT cytoprotect
> Cc1ccccc1CSCC(Nc1ccc(C(=O)O)cc1[N+](=O)[O-])C(=O)O (centres undefined)
  1.6% | -2.7% | / | -3.4% | -4.5% | -8.1% | 0.1% | 31.0%
> CCOC(=O)C(Cc1ccccc1)C(=O)Nc1ccccc1C (centres undefined)
  -6.2% | -5.1% | 5.1% | -5.2% | -2.6% | -3.4% | i | -5.0%
> C/C(=N\NS(=O)(=O)c1ccc(Cl)c([N+](=O)[O-])c1)c1cc2ccccc2o1
  14.0% | -26.1% | / | -6.2% | -6.1% | ? | i | 4.4%
> C/C(=C\CCC1(C)C2CC3C(C2)C31C)C(=O)O (centres undefined)
  -2.8% | -2.0% | / | -0.1% | -6.1% | -4.0% | i | 16.7%[10 µM]
> CCCCn1nc(C(=O)Nc2ccc(S(=O)(=O)Nc3ncccn3)cc2)c2ccccc2c1=O
  3.5% | -4.1% | -6.5% | -0.7% | -0.5% | -6.8% | i | -48.9%[inhibitor]
> Cc1c(CN(C)C(=O)c2ccc(Br)o2)cnn1C
  0.4% | 3.9% | -0.5% | -1.0% | -22.9% | -0.9% | -5.6% | -1.3%[1.9 µM]
> CCC(=O)Nc1ccc(Nc2ccccc2)cc1
  11.3% | -26.7% | -1.5% | -3.0% | -15.6% | ? | -2.2% | -11.7%
> CCOC(=O)N1CCN(C(=O)Nc2ccccc2Cl)CC1
  -18.5% | -16.3% | 1.2% | -5.5% | 4.9% | -16.1% | 5.6% | -18.2%[10 µM]
> Cc1c(O)cc2n(c1=O)-c1ccccc1C2(C)C
  -9.3% | -4.1% | -2.0% | -6.5% | -6.3% | -10.5% | -1.5% | 19.2%[10 µM]
> Cc1cc(C)n(C(C)CC(=O)Nc2ccc(C)c(F)c2)n1 (centres undefined)
  6.5% | -2.0% | / | -4.4% | -2.7% | 0.7% | / | /
> C[C@@H]1O[C@@H](OC[C@H]2O[C@@H](Oc3c(-c4ccc(O)c(O)c4)oc4cc(O)cc(O)c4c3=O)[C@H](O)[C@@H](O)[C@@H]2O)[C@H](O)[C@H](O)[C@H]1O
  -8.2% | -22.9% | / | -9.2%&-7.6% | -1.0%&5.0% | ? | -3.7% | ?
> CC(=O)c1c(N(C)C)ccnc1C(F)(F)F
  6.8% | 8.5% | 0.8% | -2.4% | -9.0% | 0.3% | -10.2% | 24.6%
> Cc1cc(C)c2c(n1)sc1c(N3CCN(CCO)CC3)ncnc12
  -2.2% | 2.0% | 6.2% | 0.4% | -2.0% | -6.2% | -10.0% | -6.9%[0.074 µM]
> Nc1nc(-c2ccc([N+](=O)[O-])cc2)cs1
  4.9% | -19.7% | 3.8% | -0.6% | 7.6% | ? | 3.1% | 0.3%[10 µM]
> COc1ccc2c(c1)CCc1c(C(=O)NCC(C)C)noc1-2
  1.2% | -20.0% | / | -3.6% | -11.1% | ? | -15.2% | -124.3%[inhibitor]
> COc1ccccc1CCNC(=O)Cc1c(C)c2c(cc(C)c3c(C)c(C)oc32)oc1=O
  0.1% | 7.7% | / | -0.1% | 1.3% | 5.5% | / | /
> CC(C)(C)C1CCC(=NNC(=S)Nc2cccnc2)CC1 (centres undefined)
  4.6% | -4.5% | -25.5% | -0.8% | 0.1% | -1.6% | i | -5.0%
> CN(Cc1ccc(C(C)(C)C)cc1)Cc1cccc2ccccc12
  3.8% | -10.4% | / | -1.6% | 4.4% | -13.8% | -8.2% | ?
> Cc1oc(-c2cccc(Cl)c2)nc1CN1CCC(C(=O)NCCc2ccc(Cl)cc2)CC1
  0.2% | -10.5% | / | -9.4% | -5.8% | -11.5% | / | /
> COc1ccccc1Cc1nc2ccccc2nc1SCC(=O)Nc1c(C)cccc1C
  3.7% | 4.8% | / | -2.2% | 2.1% | -2.8% | / | /
> Cc1ccccc1NC(=O)c1ccccc1NC(=O)c1ccccc1Cl
  -7.4% | -11.6% | / | 2.5% | -1.9% | -0.3% | / | /
> CCOC(=O)C(Sc1ncc(C#N)c(N)n1)C(C)C (centres undefined)
  -7.0% | -13.6% | / | -5.8% | 1.7% | -6.2% | 0.7% | 4.5%[10 µM]
> CCOc1ccc(NC(=O)C2CC(=O)NC(N3CCc4ccccc43)=N2)cc1 (centres undefined)
  4.5% | 9.5% | / | -5.2% | -21.1% | 4.6% | -0.7% | -3.5%
> NC(=O)C1(N2CCCCC2)CCN(C(=S)Nc2ccc(Cl)cc2)CC1
  -5.7% | 2.4% | 5.3% | -0.9% | 0.5% | 3.0% | -1.6% | 9.9%
> COC(=O)Nc1nc(-c2cc(Cl)ccc2Cl)cs1
  -9.3% | -11.1% | 3.6% | -1.2% | 3.0% | -1.1% | i | /
> FC(F)(F)c1ccccc1/C=N/N1CCN(Cc2ccccc2)CC1
  8.8% | -2.1% | -4.5% | 0.5% | 3.9% | -2.3% | -0.3% | 4.9%[10 µM]
> O=C(O)c1ccc(Cl)cc1Cl
  / | / | / | -0.2% | 8.1% | / | 15.6% | -10.3%
> CN(C)c1ccc(N2CN=C3SCC(=O)N3C2)cc1
  12.6µM* | ? | -66.8% | ? | 15.8µM* | 5.01µM* | -15.0% | -50.8%[inhibitor]
> Cc1cc([N+](=O)[O-])nn1CCCC(=O)Nc1sc2c(c1C(N)=O)CCC(C)C2 (centres undefined)
  -1.0% | -13.0% | 5.6% | -0.3% | -3.7% | ? | 1.2% | ?
> Cc1ccc(-n2c3nc(=O)n(C)c(=O)c-3cc3ccccc32)c(C)c1
  -6.6% | -5.8% | / | -1.8% | -3.0% | -12.6% | / | /

Some of the entries above, set out differently.
NC(=O)C1(N2CCCCC2)CCN(C(=S)Nc2ccc(Cl)cc2)CC1
  Tau fibril FP: -5.7% | Tau fluor cs: 2.4% | L3MBTL1 inh: 5.3% | TexasRed fluor: -0.9% | TRb SRC2 PPI: 0.5% | Tau fibril ThT: 3.0% | RECQ1 inh: -1.6% | HTT cytoprotect: 9.9%
COC(=O)Nc1nc(-c2cc(Cl)ccc2Cl)cs1
  Tau fibril FP: -9.3% | Tau fluor cs: -11.1% | L3MBTL1 inh: 3.6% | TexasRed fluor: -1.2% | TRb SRC2 PPI: 3.0% | Tau fibril ThT: -1.1% | RECQ1 inh: i | HTT cytoprotect: /
FC(F)(F)c1ccccc1/C=N/N1CCN(Cc2ccccc2)CC1
  Tau fibril FP: 8.8% | Tau fluor cs: -2.1% | L3MBTL1 inh: -4.5% | TexasRed fluor: 0.5% | TRb SRC2 PPI: 3.9% | Tau fibril ThT: -2.3% | RECQ1 inh: -0.3% | HTT cytoprotect: 4.9%[10 µM]
O=C(O)c1ccc(Cl)cc1Cl
  Tau fibril FP: / | Tau fluor cs: / | L3MBTL1 inh: / | TexasRed fluor: -0.2% | TRb SRC2 PPI: 8.1% | Tau fibril ThT: / | RECQ1 inh: 15.6% | HTT cytoprotect: -10.3%

Other results follow.
Values in the order – Tau fibril FP | Tau fluor cs | L3MBTL1 inh | TexasRed fluor | TRb SRC2 PPI | Tau fibril ThT | RECQ1 inh | HTT cytoprotect
> Cc1cc(-c2nc3ncccc3o2)ccc1NC(=S)NC(=O)C(C)C
  -1.4% | -0.9% | -0.2% | -0.6% | -0.3% | -12.9% | i | -24.2%
> COc1ccc(CN(Cc2cc3cccc(C)c3[nH]c2=O)C(=O)N(C)C)cc1
  2.8% | 0.4% | / | 1.5% | 3.0% | -4.3% | i | 4.6%
> CNc1[nH]ncc1[N+](=O)[O-]
  -13.0% | -7.8% | 2.6% | 0.8% | 0.2% | -8.2% | 14.3% | -27.8%
> Cc1ccc(CNC(=O)CCc2c(C)nc3c(c(C)nn3-c3ccccc3)c2C)cc1
  -5.0% | -4.2% | / | -4.1% | 7.3% | 5.9% | / | /
> COc1cc(C(=O)OCCCN=C2NS(=O)(=O)c3ccccc32)cc(OC)c1OC
  -16.9% | -16.0% | 8.0% | 3.3% | -1.6% | -11.6% | i | -12.1%[10 µM]
> c1ccc(Nc2c(-c3ccco3)nc3ccccn23)cc1
  12.5% | -15.2% | -4.0% | 0.1% | -4.7% | -10.1% | 0.9% | -22.2%[10 µM]
> CC(C)n1c(SCC(=O)Nc2ccccc2N2CCOCC2)nc2c1c(=O)n(C)c(=O)n2C
  6.0% | -1.7% | ? | 0.4% | -11.1% | -1.5% | -0.5% | 0.6%[1.9 µM]
> Cc1nnc(N2C(=O)C(O)=C(C(=O)c3ccco3)C2c2ccc(C(C)(C)C)cc2)s1 (centres undefined)
  ? | 6.0% | -12.4% | -2.6% | -9.5% | -1.4% | -2.9% | 36.2%[10 µM]
> C[Se]CCC(N)C(=O)O (centres undefined)
  0.1% | 0.7% | / | -0.5% | 6.5% | 2.5% | -4.8% | -37.2%[inhibitor]
> COc1ccccc1NC(=O)CSc1nnc(Cn2cnc3ccccc32)o1
  7.7% | 6.0% | 3.2% | -0.5% | -2.6% | 1.9% | -6.3% | 3.4%[10 µM]
> CCc1nnc(NC(=O)C2CCCN2S(=O)(=O)c2ccc(F)cc2)s1 (centres undefined)
  -6.1% | -13.3% | / | -5.1% | -5.3% | -15.5% | -6.0% | -13.8%[10 µM]
> O=C(c1cc(S(=O)(=O)N2CCCCC2)c(Cl)cc1N1CCOCC1)N1CCOCC1
  1.8% | 5.4% | -6.9% | 1.3% | -14.2% | 0.5% | -8.9% | -67.3%
